# Screens from PubChem BioAssay.
# RmlCD inh 1536: M. tuberculosis RmlC/RmlD inhibition | P9WH09+P9WH11 | RmlC+RmlD coupled enzyme assay, percent inhibition; primary screen in compound mixtures | inhibition, % at 3.6 µM | 160,000 compounds, 0.03% hits; in the data active = inhibition mostly above about 34%, no sharp cut-off; note: some results filed as inactive read as strong as hits
# Target sequence (P9WH09 whole entry, looked up): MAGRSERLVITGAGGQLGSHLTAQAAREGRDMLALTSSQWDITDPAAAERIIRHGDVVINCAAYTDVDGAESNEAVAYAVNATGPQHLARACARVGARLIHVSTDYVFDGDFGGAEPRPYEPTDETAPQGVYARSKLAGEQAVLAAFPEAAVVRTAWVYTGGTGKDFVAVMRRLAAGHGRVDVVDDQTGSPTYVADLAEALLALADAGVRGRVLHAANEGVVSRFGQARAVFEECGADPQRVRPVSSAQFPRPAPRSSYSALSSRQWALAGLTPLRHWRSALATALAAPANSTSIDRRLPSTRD
# Target sequence (P9WH11 whole entry, looked up): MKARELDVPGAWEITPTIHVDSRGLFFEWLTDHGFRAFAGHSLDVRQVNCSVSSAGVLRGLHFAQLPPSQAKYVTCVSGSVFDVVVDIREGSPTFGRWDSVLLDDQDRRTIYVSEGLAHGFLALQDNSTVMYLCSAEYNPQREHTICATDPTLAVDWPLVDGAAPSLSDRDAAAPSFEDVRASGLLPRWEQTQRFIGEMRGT
# M. tuberculosis GlmU: inhibition of mycobacterial GlmU enzyme – biochemical, glucosamine-1-phosphate acetyltransferase (AID 1376); inhibition, %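 (tested at 30 µM in the primary screen)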; hits with a dose series show IC50 in µM; 220,000 compounds, 0.25% hits; M. tuberculosis GlmU acetyltransferase enzyme assay; higher % means a stronger effect; in the data active = inhibition above about 13%;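 note: 0% = complete reaction with vehicle and 100% = reaction without substrate; strong numbers were not always called active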
# Active calls of the source: *; . = not tested or not shown. Some of the compounds tested; count on the stated rates, not on these rows.
# Values in the order – M. tuberculosis GlmU	RmlCD inh 1536
1	Cc1cc(C(=O)OCC(=O)NC2CCS(=O)(=O)C2)c(C)n1-c1ccccc1 (centres undefined)
    -5.1%	.
2	CC1CCc2nc(NC(=O)C3COc4ccccc4O3)sc2C1 (centres undefined)
    -6.0%	-4.8
3	CC(O)CNc1nc2c(c(=O)n(C)c(=O)n2C)n1C/C=C/c1ccccc1 (centres undefined)
    7.3%	-5.6
4	CCOC(=O)NCc1ccc(S(=O)(=O)Nc2ccccc2C)cc1
    .	9.3
5	Brc1ccc(-c2nn[nH]n2)cc1
    -4.2%	-0.1
6	COc1ccc(-c2cc(C(F)(F)F)c(C#N)c(SCC(=O)Nc3ccc(C)cc3)n2)cc1
    -0.5%	.
7	O=C(CSc1nnnn1-c1ccc(Cl)cc1)Nc1cccnc1Cl
    2.5%	.
8	COc1ccc(OC)c(NC(=O)c2c(NC(=O)CNCc3ccco3)sc3c2CCC3)c1
    1.0%	4.5
9	C=CCn1c(SCn2nnc3ccccc3c2=O)nnc1-c1ccc(Cl)cc1
    -4.9%	-3.9
10	O=c1[nH]c2ccccc2nc1-c1ccccc1
    -1.1%	.
11	Cc1ccc(NS(=O)(=O)N(C)C)cc1
    -3.7%	.
12	Clc1ccc(OCCCNCc2ccccc2)c(Br)c1
    -8.4%	.
13	CCOc1ccc(/C(O)=C2/C(=O)C(=O)N(CCCn3ccnc3)C2c2cccs2)cc1Cl (centres undefined)
    1.3%	17.7
14	COc1ccc(S(=O)(=O)NNC(=O)c2ccc(-n3c(C)ccc3C)cc2)cc1
    -5.1%	.
15	COc1ccc(OC)c(NC(=O)CN2CCN(C(=O)c3ccco3)CC2)c1
    -3.8%	.
16	Cn1ccnc1SCC(=O)Nc1ccc(F)c([N+](=O)[O-])c1
    2.7%	.
17	O=C1N=c2ccccc2=C1c1sc(=S)n(CC2CCCO2)c1O (centres undefined)
    8.2%	.
18	CCN(C(=O)COC(=O)c1c(C)nn(-c2ccccc2)c1C)C1CCS(=O)(=O)C1 (centres undefined)
    3.1%	-13.9
19	O=C(NCCc1ccccn1)c1cc(-c2ccc(Cl)cc2)nc2ccccc12
    -1.8%	-11.0
20	Cc1nn2cc(-c3ncc(C(F)(F)F)cc3Cl)cnc2c1Br
    -0.6%	-8.5
21	COC(=O)CN1C(=S)N(C)C(=O)/C1=C/c1cccs1
    -4.7%	-8.8
22	COc1ccc(CCNC(=S)NC(=O)c2ccccc2)cc1C
    -1.3%	2.1
23	Cc1cccc(-n2cnc(C(=O)NNC(=S)Nc3ccccc3)c2)n1
    -1.1%	10.1
24	Nc1nc(COc2ccc3ccccc3c2)cs1
    -3.3%	.
25	O=C(NC(Cc1ccccc1)C(=O)N1CCN(c2ccccn2)CC1)c1ccco1 (centres undefined)
    0.5%	-12.3
26	Cc1ccc2nc(NCc3ccc(F)cc3)c3nncn3c2c1
    5.9%	4.5
27	Cc1cc(C)n2c(SCC(=O)Nc3cc(C)on3)nnc2n1
    0.2%	.
28	CC(C)NS(=O)(=O)c1ccc(OCC(=O)Nc2ccc3c(c2)OCO3)c(Cl)c1
    2.8%	2.9
29	CCCCC(=NCCc1c(C)[nH]c2ccc(OC)cc12)C1=C(O)CC(c2ccccc2)CC1=O (centres undefined)
    8.1%	-14.8
30	Cc1ccc(S(=O)(=O)NC(=O)Nc2nnc(C)s2)cc1
    1.3%	-2.8
31	CCC(C)(C)NC(=O)C(c1ccccn1)N(C(=O)c1csnn1)c1ccc(C)c(C)c1 (centres undefined)
    3.5%	-10.4
32	COCCNS(=O)(=O)c1cccc2cccnc12
    -1.2%	3.4
33	CCN(CC)S(=O)(=O)C1CCS(=O)(=O)C1 (centres undefined)
    -1.1%	.
34	CCC(c1nnnn1C1CCCCC1)N1CCN(C2CCCC2)CC1 (centres undefined)
    6.7%	-11.1
35	O=c1c2ccccc2nc(-c2ccc(Cl)cc2)n1C1CCS(=O)(=O)C1 (centres undefined)
    -0.7%	.
36	Clc1ccc(-c2c[n+](Cc3cccc(Cl)c3)c3n2CCC3)cc1
    2.9%	-0.3
37	CCN(CCO)Cc1csc2ccc(Br)cc12
    1.6%	.
38	CC(C(=O)N1CCCc2ccccc21)N1CCN(c2ccccn2)CC1 (centres undefined)
    1.8%	-0.8
39	COc1cc2c(cc1OC)CN(Cc1cc(=O)oc3c(C)c(C)ccc13)CC2
    -2.7%	-11.1
40	Cc1oc(-c2cccc3ccccc23)nc1CN1CCC[C@H]1CO
    -1.9%	-7.7
41	C#CC[N+]1(C)C2CCC1CC(O)C2 (centres undefined)
    -1.1%	3.9
42	COc1ccc(C(=O)Nc2ccc(N3CCN(Cc4ccccc4)CC3)cc2)cc1
    -1.4%	2.5
43	O=C(/C=C/c1cccc(Cl)c1)Nc1ccncc1
    0.1%	32.1
44	O=C(NCCN1CCN(Cc2ccccc2)CC1)C1CC(=O)N(C2CCCC2)C1 (centres undefined)
    1.8%	-6.2
45	O=c1c2ccccc2nc(CSc2ncnc3nc[nH]c23)n1-c1ccccc1
    -4.8%	-11.3
46	O=C(NCCCNC(=O)NC1CCCCC1)NC1CCCCC1
    2.4%	.
47	Cc1cc(N2CCN(c3ccc(F)cc3)CC2)nc2cc(O)ccc12
    4.8%	-12.2
48	N#Cc1ccc(N2CCCC2C(=O)O)c([N+](=O)[O-])c1 (centres undefined)
    -5.5%	.
49	COc1ccc(CCNC(=O)C(=O)NCc2ccccc2)cc1OC
    -3.5%	74.5
50	COc1ccccc1NC(=O)CCSc1nnnn1C
    .	6.0
51	Cc1nn(Cc2c(F)c(F)c(F)c(F)c2F)c(C)c1NC(=O)c1nn(C)cc1[N+](=O)[O-]
    2.9%	.
52	Cc1cc(NC(=O)CC23CC4CC(C2)CC(CC(=O)Nc2cc(C)on2)(C4)C3)no1
    -2.4%	5.9
53	O=C(CCn1c(=O)oc2ccccc21)N1CCN(c2ccccc2Cl)CC1
    0.5%	6.0
54	O=C(Cc1cccs1)Nc1ccc(-c2nnc(-c3ccco3)o2)cc1
    -1.1%	.
55	COc1ccc(CSc2nnc(CNS(C)(=O)=O)o2)cc1
    3.5%	105.0
56	CCOC(=O)c1cnc(N)nc1C(F)(F)F
    -3.9%	.
57	CCCCC1=NN(C(=O)c2ccco2)C(O)(C(F)(F)F)C1 (centres undefined)
    1.1%	.
58	CC1=CS/C(=C(/C#N)C(=O)NCc2ccco2)N1c1ccccc1
    -6.7%	5.0
59	Cc1cccc(N2CCN(C(=O)c3cn4ccccc4n3)CC2C)c1 (centres undefined)
    3.6%	5.7
60	CCOC(=O)Cn1c(C)c(Br)c(COC)c(C#N)c1=O
    3.8%	7.6

# Fetched by structure from above, five records:
# Values in the order – M. tuberculosis GlmU	RmlCD inh 1536
5	Brc1ccc(-c2nn[nH]n2)cc1
    -4.2%	-0.1
59	Cc1cccc(N2CCN(C(=O)c3cn4ccccc4n3)CC2C)c1 (centres undefined)
    3.6%	5.7
19	O=C(NCCc1ccccn1)c1cc(-c2ccc(Cl)cc2)nc2ccccc12
    -1.8%	-11.0
25	O=C(NC(Cc1ccccc1)C(=O)N1CCN(c2ccccn2)CC1)c1ccco1 (centres undefined)
    0.5%	-12.3
46	O=C(NCCCNC(=O)NC1CCCCC1)NC1CCCCC1
    2.4%	.

# (cont.)
# Values in the order – M. tuberculosis GlmU	RmlCD inh 1536
61	O=C(Nc1ccc(-n2ccc(C(F)(F)F)n2)cc1)Nc1cccc(Cl)c1
    -2.8%	-4.4
62	O=C1CC(c2ccccc2)n2nc(NC(=O)c3cccnc3)nc2N1 (centres undefined)
    -3.2%	.
63	Cc1cc(-c2cc(-c3ccc(Cl)cc3)on2)nc(NCC2CC2)n1
    -1.7%	.
64	Cn1c(N)c(C(=O)Nc2ccc(-c3ccccc3)cc2)sc1=S
    0.7%	14.9
65	Cc1ccccc1-c1nc(-c2cccnc2)no1
    9.0%	.
66	COc1ccc(S(=O)(=O)N(CCc2ccccc2)CC(=O)O)cc1OC
    -5.8%	8.4
67	COC(=O)CSc1nnc(-c2ccccc2O)n1-c1ccc(C)cc1
    -1.2%	.
68	CCOC(=O)C(CC)(CCC(=O)O)c1csc(Nc2ccc(C)cc2)n1 (centres undefined)
    -2.3%	4.7
69	S=C(NCCc1ccccc1)NC1CC2CCC(C1)N2Cc1ccccc1 (centres undefined)
    1.6%	-5.9
70	Clc1ccc(-c2nnc(-c3ccccc3Cl)o2)cc1
    1.7%	6.6
71	CC(C(N)=O)N1CC(c2ccccc2)CC1=O (centres undefined)
    1.1%	-1.8
72	Cn1c(Cc2nc(-c3cnccn3)no2)nnc1SCC(=O)Nc1ccccc1
    -2.1%	.
73	CN1CCN(C(=O)c2cnn3c(C(F)(F)F)cc(-c4cccs4)nc23)CC1
    0.9%	.
74	CN(C)C=Nc1nonc1-c1ncn[nH]1
    0.7%	-2.5
75	Cc1c(C(=O)Nc2cc(S(=O)(=O)N3CCOCC3)ccc2N2CCOCC2)oc2ccccc12
    4.4%	5.4
76	Cc1ccc(S(=O)(=O)CCc2nnc(NC(=O)c3ccccn3)s2)cc1
    -0.3%	.
77	COc1ccc(S(=O)(=O)N2CCCCCC2)cc1N(C)S(=O)(=O)c1ccc(C)cc1
    -0.2%	14.7
78	COc1ccc(C(=O)COc2ccc(NC(C)=O)cc2)cc1
    2.6%	.
79	COc1ccc(OC)c(Nc2nc(C3CC3)nc3c2nnn3Cc2ccccc2)c1
    .	13.4
80	CC(C)=NNc1nc(-c2ccc(N3C(=O)CCC3=O)cc2)cs1
    4.5%	-8.9
81	COc1ccc(N/N=C/c2c(O)n(-c3ccc(C)c(C)c3)c(=O)[nH]c2=O)cc1
    3.2%	.
82	CC1(C)Oc2ccc3ccc(=O)oc3c2C(/C=N/O)C1=O (centres undefined)
    -0.8%	-13.7
83	O=C1OC(Oc2ccccc2)(c2ccccc2)c2ccccc21 (centres undefined)
    -0.7%	.
84	COc1ccc([C@@H]2Sc3ccccc3N(CCN(C)C)C(=O)[C@@H]2OC(C)=O)cc1
    -3.6%	.
85	COc1ccc(OC)c2sc(NC(=O)C3CC3)nc12
    2.5%	-3.2
86	Cc1nccn1CCCNC(=O)CC1C(=O)NCCN1Cc1ccccc1C(F)(F)F (centres undefined)
    1.0%	.
87	COc1cc(/C=N/Nc2ccc(C(F)(F)F)cn2)cc(OC)c1O
    -0.7%	.
88	CCc1nc2ccccc2c(=O)n1-c1ccc2ccccc2c1
    1.4%	7.4
89	CNC(=S)Nc1ccc2nc(C)oc2c1
    0.9%	0.7
90	COC(=O)NCc1ccc(S(=O)(=O)N2CCOCC2)cc1
    -4.9%	12.9

# Some of the entries so far, with tabs.
cpd	molecule	M. tuberculosis GlmU	RmlCD inh 1536
80	CC(C)=NNc1nc(-c2ccc(N3C(=O)CCC3=O)cc2)cs1	4.5%	-8.9
81	COc1ccc(N/N=C/c2c(O)n(-c3ccc(C)c(C)c3)c(=O)[nH]c2=O)cc1	3.2%	.

# Continued:
# Values in the order – M. tuberculosis GlmU	RmlCD inh 1536
91	Cc1cccc2cc(C#N)c(NCCNS(=O)(=O)c3ccccc3)nc12
    7.4%	-8.5
92	CCOCCOC(=O)CCSc1n[nH]c(=O)[nH]c1=O
    2.9%	5.8
93	CCCCN(C)CCC(=O)Nc1ccc(Cl)cc1
    0.8%	-16.7
94	COCC(C)N=C1NN=C(c2cc(C)n(Cc3ccccc3Cl)c2C)CS1 (centres undefined)
    0.3%	-5.5
95	COC(=O)COc1ccc(S(=O)(=O)NC2CCCCCC2)cc1
    0.6%	5.2
96	COc1ccc(-n2nnc3c(=O)n(CC(=O)OCc4ccccc4)cnc32)cc1
    -7.1%	27.0
97	CC(C)(C)C(=O)Nc1ccc2c(c1)OCCOCCOc1cc(NC(=O)C(C)(C)C)ccc1OCCOCCO2
    -0.5%	-7.8
98	O=C(NCc1cccc(C(F)(F)F)c1)c1cc(Cl)cc(Cl)c1
    5.2%	3.0
99	N#CCCN(Cc1cccnc1)C(=S)NC(=O)c1ccc(S(=O)(=O)N2CCCC2)cc1
    -1.1%	-14.0
100	COc1ccc(C2/C=C\CN(CC3CC3)CC(=O)N2Cc2ccc(F)cc2)cc1 (centres undefined)
    -3.8%	.
101	CCOC(=O)C1C(=O)C(C(=O)OCC)C(c2cccnc2)NC1c1cccnc1 (centres undefined)
    -2.1%	15.2
102	Cc1ccccc1Cn1c(CN2CCN(C(=O)c3ccco3)CC2)nc2c1c(=O)n(C)c(=O)n2C
    0.7%	4.2
103	C=CCc1cc(C)ccc1OCC(O)CN1CCN(c2ccccc2)CC1 (centres undefined)
    -0.8%	6.9
104	CCCSc1nsc(SCCC)c1C(N)=O
    -1.0%	-11.7
105	COc1ccc(Nc2nc(N)nc(CSC(=S)N3CCOCC3)n2)cc1
    -3.6%	.
106	CCc1nc2ccccc2n1CCC(C)C
    -3.6%	-2.3
107	CCOC(=O)NC(Nc1nnc(C)s1)(C(=O)OCC)C(F)(F)F (centres undefined)
    7.0%	.
108	CCN(CC)Cc1cc(O)c(CN(CC)CC)cc1O
    5.9%	.
109	COc1cc(S(=O)(=O)Nc2ccc(C(=O)NCC(=O)O)cc2)ccc1NC(C)=O
    0.6%	-14.2
110	COc1cc(C(=O)NCCC2=CCCCC2)cc(OC)c1OC
    8.4%	-1.4
111	Cc1c(CCOC(=O)CC23CC4CC(CC(C)(C4)C2)C3)sc[n+]1Cc1ccc([N+](=O)[O-])cc1
    -14.5%	.
112	COc1ccc(-c2cc(C(F)(F)F)nc(SCCC(=O)N3CCCC3)n2)cc1
    2.4%	.
113	Cc1cc(C)n2nc(C(=O)NCCc3ccccc3)nc2n1
    14.6%*	4.2
114	CC(CCc1ccccc1)NC(=O)c1cncc(Br)c1 (centres undefined)
    -1.0%	-10.1
115	COc1cc(Nc2ccccn2)cc(C(=O)Nc2cccc(C(F)(F)F)c2)c1
    6.6%	.
116	OC(CNCc1ccccc1)COCc1ccc(Cl)cc1 (centres undefined)
    7.9%	-10.0
117	Cc1ccc(NC(=O)CSc2nnc(C)n2-c2ccccc2)cc1
    0.5%	.
118	COc1cccc(C2CC(c3ccccc3Cl)n3nnnc3N2)c1 (centres undefined)
    1.7%	.
119	Cn1c(NC(=O)c2cccnc2)nc2ccccc21
    4.1%	10.0
